LMPTP inh = blocks human LMPTP phosphatase; inhibition, % at 20 µM; recombinant LMPTP-A, OMFP fluorogenic substrate, fluorescence intensity; AID 651560; 360,000 compounds, 0.22% hits; P24666;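 active means compounds that cut the enzyme signal by at least half of the control window in the single-dose screen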;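 further: plate controls were DMSO wells with enzyme plus substrate for no effect and substrate without enzyme for full effect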
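Test system: LMPTP-A phosphatase enzyme. Amount: LMPTP-A at 0.625 nM final in the reaction. Reagent: OMFP substrate, 400 µM final. Times: 50 min at room temperature. Signal: endpoint fluorescence intensity from OMFP dephosphorylation. Read-out basis: % inhibition. Benchmarks: no-enzyme and uninhibited controls.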
CSN inh = blocks human CSN-mediated cullin deneddylation. Q92905. Purified CSN, SCF-Nedd8-OG deneddylation, fluorescence polarization. inhibition, % at 12.5 µM. 360,000 compounds, 0.38% hits. AID 651999;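 active means pattern-corrected inhibition above about 35%, with an unprinted fluorescence ratio check between 0.5 and 1.5, limit read from the data, passing the limit was not always enough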;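 further: 0% = enzyme with substrate and 100% = substrate without enzyme; some results filed as inactive read as strong as hits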
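Material: purified human Csn5 enzyme expressed in HEK293T cells / Medium: Tris buffer pH 7.5, NaCl, DTT, Tween-20, trehalose, ovalbumin / Compound dosing: 12.5 µM single point / Schedule: 90 min incubation of compound, enzyme and substrate at room temperature / Signal: fluorescence polarization of the substrate / Control set: no-enzyme wells high, enzyme-with-substrate wells low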
Tb MetRS inh = blocks T. brucei methionyl-tRNA synthetase activity; purified T. brucei MetRS, ATP depletion, Kinase-Glo luminescence; inhibition, % at 11.9 µM; 360,000 compounds, 0.4% hits;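 active means inhibition above a per-plate cutoff of the control wells' mean inhibition plus 3 SD, cut at about 5.5% in these data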;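 further: 0% = DMSO wells median and 100% = median of wells with control inhibitor compound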
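technique = Kinase-Glo luminescence, ATP depletion format | system = purified MetRS (methionyl-tRNA synthetase) enzyme from Trypanosoma brucei | timing = 15 min preincubation, 2 h reaction, all 25 °C | evaluation = percent inhibition versus plate control medians | dosing = single dose, 11.9 µM final nominal, 0.9% final DMSO | also added = substrates ATP, L-methionine and bulk Escherichia coli tRNA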
DNMT1 inh = DNMT1 (human) enzyme inhibition; P26358; DNMT1 molecular beacon, Hinp1I cleavage, fluorescence; inhibition (reported as % activation of signal), % at 10 µM; 360,000 compounds, 0.83% hits; AID 588458; in the data active means inhibition above about 50%
NadD block = inhibitors of Staphylococcus aureus NadD; purified NadD enzyme, colorimetric absorbance read-out; inhibition, % at 20 µM; 360,000 compounds, 0.78% hits; AID 602399; in the data active means inhibition above about 26%; further: some compounds past the cut are filed as inactive
STEP block = STEP (human) phosphatase inhibition; P54829; recombinant STEP, OMFP fluorogenic substrate, fluorescence; inhibition, % at 20 µM; 360,000 compounds, 0.25% hits; AID 588621;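 active means inhibition at 20 µM, scaled per plate between control wells, above about 37%, limit read from the data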;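 further: 0% = DMSO with enzyme and substrate and 100% = substrate only without enzyme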
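Material: STEP (striatal-enriched tyrosine phosphatase) enzyme, cell-free; Compound dosing: 20 µM single dose in 1% DMSO; Technique: fluorescence read at 480 nm ex / 540 nm em; Times: reaction 20 min, ambient temperature; Medium: 50 mM Bis-Tris pH 6.0 with 2.5 mM DTT and 0.005% Tween 20; Also added: OMFP at 25 µM.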
MLLE-PAM2 inh = inhibitors of microRNA-mediated deadenylation, human PABP1 MLLE binding; inhibition, % at 20 µM; P11940; GST-MLLE / FITC-PAM2 fluorescence polarization; 360,000 compounds, 0.36% hits; in the data active means inhibition above about 35%, passing the limit was not always enough;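 further: plate controls were DMSO wells with GST-MLLE for no effect and wells lacking GST-MLLE protein for full effect; some results filed as inactive read as strong as hits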
Target sequence (P11940 whole entry, looked up): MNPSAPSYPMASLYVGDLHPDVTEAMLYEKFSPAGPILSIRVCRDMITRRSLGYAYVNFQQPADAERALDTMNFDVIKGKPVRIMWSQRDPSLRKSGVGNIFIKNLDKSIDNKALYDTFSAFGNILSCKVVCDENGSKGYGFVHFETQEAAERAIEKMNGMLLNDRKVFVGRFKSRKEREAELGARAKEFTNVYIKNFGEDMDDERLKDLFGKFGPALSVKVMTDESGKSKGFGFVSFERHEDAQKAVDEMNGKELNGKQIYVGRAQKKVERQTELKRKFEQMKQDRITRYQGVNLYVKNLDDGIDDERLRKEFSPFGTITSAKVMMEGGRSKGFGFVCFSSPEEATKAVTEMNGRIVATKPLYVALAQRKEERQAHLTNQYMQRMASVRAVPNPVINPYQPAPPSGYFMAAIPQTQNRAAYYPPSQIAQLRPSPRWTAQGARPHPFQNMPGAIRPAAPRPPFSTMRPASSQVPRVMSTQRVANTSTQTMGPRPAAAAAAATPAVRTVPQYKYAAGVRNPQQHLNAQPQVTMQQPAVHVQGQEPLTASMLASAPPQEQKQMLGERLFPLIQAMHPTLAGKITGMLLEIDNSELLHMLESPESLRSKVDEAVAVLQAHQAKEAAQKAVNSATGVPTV
Rpn11 inh = Rpn11 (human) deubiquitinase inhibition | O00487 | human 26S proteasome, Ub4-pepOG fluorescence polarization; 20S core pre-blocked with epoxomicin | calls only at 20 µM | 360,000 compounds, 0.59% hits;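 active means inhibition at 20 µM, scaled to each plate's controls, above about 33%, limit read from the data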
Target sequence (O00487 whole entry, looked up): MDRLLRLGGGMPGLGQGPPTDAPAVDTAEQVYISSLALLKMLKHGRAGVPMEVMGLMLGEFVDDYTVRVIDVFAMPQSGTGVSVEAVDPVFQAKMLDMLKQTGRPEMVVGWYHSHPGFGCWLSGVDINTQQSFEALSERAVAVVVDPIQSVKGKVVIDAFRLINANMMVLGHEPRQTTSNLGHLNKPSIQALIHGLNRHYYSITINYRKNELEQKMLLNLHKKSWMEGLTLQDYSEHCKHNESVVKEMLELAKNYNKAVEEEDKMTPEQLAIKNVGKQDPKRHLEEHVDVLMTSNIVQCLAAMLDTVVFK
SUMO1-SIM PPI = SUMO1-SIM interaction modulation | P63165 | 360,000 compounds, 0.33% hits | inhibition, % at 20 µM | SUMO1 binding to a labelled peptide, TR-FRET, 1 h | AID 602429; in the data active means inhibition above about 37%
Target sequence (P63165 whole entry, looked up): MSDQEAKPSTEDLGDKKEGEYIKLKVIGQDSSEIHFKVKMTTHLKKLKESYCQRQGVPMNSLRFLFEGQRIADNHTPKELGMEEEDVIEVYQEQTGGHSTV
Scp-1 inhibitor = Scp-1 (human) phosphatase inhibition; inhibition, % at 20 µM; 340,000 compounds, 0.88% hits; Recombinant Scp1, phosphopeptide, malachite green phosphate absorbance;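 active means inhibition above about 50% at 20 µM, limit read from the data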;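 further: plate controls were DMSO wells with enzyme for no effect and wells lacking enzyme for full effect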
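Material: truncated SCP-1 phosphatase (76-261aa) / Buffer or medium: 50 mM Tris acetate pH 5.5, 0.005% Tween-20, 10 mM MgCl2 / Compound dosing: one concentration, 20 µM, with 1.0% DMSO / Incubation: 45 min room-temperature reaction, 5 min colour, 30 min stabiliser / Detection: colorimetric free-phosphate detection, absorbance 630 nm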
The depositor's hits bear a star; i = inactive; . = not tested or not shown.

entry	SMILES	LMPTP inh	CSN inh	Tb MetRS inh	STEP block	NadD block	Scp-1 inhibitor	MLLE-PAM2 inh	Rpn11 inh	DNMT1 inh	SUMO1-SIM PPI
1	Cc1c(NC(=S)NC(=O)c2ccc(Br)o2)c(=O)n(-c2ccccc2)n1C	-0.6	-3	-0.3	1	-4	-2	20	i	9	-1
2	Cc1ccc2ccc(C#N)cc2c1O	-1.2	-6	-0.2	-3	-8	.	16	i	-8	-7
3	COc1ccccc1N1CCNC(C)C1=O (centres undefined)	-3.4	2	0.7	2	3	0	-5	i	1	-1
4	C#Cc1ccc([C@@H]2C=C(C(=O)N3CCN(Cc4ccccc4)CC3)O[C@H](OCC)[C@H]2CCCO)cc1	-0.8	1	-0.2	2	-3	0	-15	i	-8	5
5	CC1=C(C(=O)OC(C)C)C(c2ccc(C)o2)NC(=O)N1 (centres undefined)	-0.4	6	-1.0	1	0	-5	10	i	1	-6
6	COc1ccc(N2CCN(C(=S)Nc3ccc(S(N)(=O)=O)cc3)CC2)cc1	0.5	-3	-0.7	25	-1	2	-31	i	0	-2
7	O=C(NNS(=O)(=O)c1ccc(F)cc1)c1cnn(-c2ccccc2)c1C(F)(F)F	-0.8	0	2.9	2	-1	-7	12	i	-2	3
8	C(/C=C/c1ccccn1)=C\c1ccccc1	0.9	-4	-0.8	0	-2	-5	2	i	3	-29
9	CCN(CC(=O)Nc1ccc(NC(C)=O)cc1)C(=O)CCCN1C(=O)c2ccccc2C1=O	0.0	-8	-0.2	-1	-1	-2	-24	i	1	-4
10	Cc1ccc(-c2csc(N)n2)s1	5.8	8	-0.2	6	7	19	22	i	-24	8
11	CC1CCCCN1S(=O)(=O)CCNC(=O)c1ccccc1 (centres undefined)	-0.9	-4	-0.4	-3	-2	5	3	i	-4	5
12	O=C(COC(=O)c1cc(=O)c2ccccc2o1)NC1CCCCC1	-1.0	-1	0.7	6	0	-8	-3	i	-2	-5
13	O=C(Oc1cccnc1)c1ccc(Cl)c(Cl)c1	-0.4	1	-0.3	2	0	-3	15	i	-2	0
14	CCN(CC)C(=O)[C@H]1C[C@H](CC(=O)NCc2ccc(OC)c(OC)c2)C(=O)N2CCc3c([nH]c4cc(-c5ccco5)ccc34)[C@]12C	4.3	12	-0.3	1	5	-4	-12	i	-14	4
15	CC(C)CCNC(=O)CN(C(=O)CCC(=O)Nc1nccs1)C1CCCCC1	-1.7	-3	-0.5	-2	-5	-7	6	i	0	3
16	COc1ccc(NC(=O)c2oc3ccccc3c2NC(=O)c2ccco2)c(OC)c1	2.5	0	-0.3	4	-3	-4	1	i	2	1
17	O=C1OC(/C=C/c2ccc(Cl)cc2Cl)=NC/1=C\c1cccs1	3.4	13	0.2	0	19	1	-33	i	22	10
18	CS(=O)(=O)Nc1ccc(C2=NN(S(C)(=O)=O)C(c3ccc4c(c3)OCO4)C2)cc1 (centres undefined)	-1.3	11	-0.2	-1	-3	-5	-62	i	4	-7
19	COc1ccc(-c2csc(NCCn3c(C)nc4cc(C(F)(F)F)ccc43)n2)cc1	1.8	2	-0.2	2	5	-3	-34	i	-10	-1
20	Cc1ccccc1C(=O)N1CCC(C(=O)Nc2ccc(S(=O)(=O)N3C(C)CCCC3C)cc2)CC1 (centres undefined)	-0.3	-6	0.3	-2	-1	-6	-11	i	-4	2
21	CCOC(=O)C(=O)NNc1ccc(C)cc1	-1.7	0	-0.6	-3	3	-1	17	i	0	-2
22	O=C(NNC(=O)c1ccc(S(=O)(=O)N2CCCCC2)cc1)c1ccc(F)cc1	0.2	2	-0.1	1	-2	-2	-10	i	-1	6
23	CC(=O)NCCc1c[nH]c2ccc(OCC(O)CNC(C)(C)C)cc12 (centres undefined)	-0.7	1	0.0	1	-4	3	11	i	-2	-3
24	CCc1nnc(NC(=O)CSc2nc(SC)ns2)s1	0.8	-5	0.5	0	0	3	-9	i	0	-5
25	O=C(c1c(F)cccc1F)N(C1CCCCC1)C1CCCCC1	1.0	-5	0.1	-2	-5	-4	-3	i	7	8
26	Cc1cc(Cl)c(S(=O)(=O)N2CCCCCC2)cc1OCC(=O)NC1CCCCC1	-0.1	0	-0.9	0	-5	26	6	i	2	3
27	O=c1[nH][nH]c(-c2ccccc2)c1C=Nc1ccc(OC(F)(F)F)cc1	-0.5	-7	-0.3	2	3	-6	14	i	-7	-1
28	O=C(NC(=S)Nc1ccc([N+](=O)[O-])cc1)c1ccco1	0.7	1	-0.3	0	2	.	36	i	1	-16
29	Cc1cccc(C(=O)NC(=O)Nc2c(C)cc(C)nc2C)c1	-1.2	-6	0.1	-5	-2	0	-11	i	2	4
30	CC(C)OC(=O)CC(=O)CSc1nc2c(cc1C#N)CCCCC2	0.7	-1	0.0	2	3	-3	18	i	-4	-6
31	c1ccc(OCc2nc(-c3ccccc3)no2)cc1	0.8	1	-0.7	-3	2	-7	14	i	-1	2
32	O=C(CCc1ccncc1)N1CCCC(Nc2ccc(F)c(F)c2)C1 (centres undefined)	-1.2	-1	-0.1	-4	1	-7	-8	i	-9	1
33	Cc1cc(Cl)ccc1C(=O)C1CCCN(C(=O)c2cnsn2)C1 (centres undefined)	-1.8	0	-0.3	-1	-4	-6	-16	i	0	0
34	COc1ccccc1CN(C)CC(=O)NC(=O)NC1CCCCC1	-0.4	2	-0.3	-1	-2	-2	-3	i	4	0
35	Cc1ccccc1-n1ccnc1SCC(=O)NCc1ccco1	-1.4	3	-0.6	-10	1	-9	0	i	0	-1
36	COc1cccc(C(=O)NCCS(=O)(=O)N2CCCC2)c1	-0.3	-3	-0.2	-2	-1	-1	9	i	2	5
37	O=C(c1n[nH]c2ccccc12)N1CCCCC1	-0.4	0	-0.8	3	-1	-1	4	i	4	2
38	Cc1cccc(C)c1NC(=O)C1(C)CCC(=O)N1CCc1c[nH]c2ccccc12 (centres undefined)	-0.4	1	1.0	-1	-7	.	-3	i	6	13
39	Cc1c(NC(=O)COc2cccc3c2OC(C)(C)C3)c(=O)n(-c2ccccc2)n1C	-1.9	1	-0.1	0	0	-1	1	i	2	2
40	COc1ccc(-c2cc(C(F)(F)F)nc(N3CCN(C)CC3)n2)cc1	-1.3	-2	-0.3	2	-11	-7	-6	i	-2	2
41	COc1cc(NC(=O)CN(C)S(=O)(=O)c2cccs2)cc(OC)c1	-0.2	-3	-0.2	-2	-1	-6	-11	i	0	-2
42	CCc1ccc(C(=O)C(C)OC(=O)Cc2n[nH]c(=O)c3ccccc23)cc1 (centres undefined)	-1.0	5	-0.3	0	-2	-6	-6	i	1	6
43	COc1c(C)cc(S(=O)(=O)N2CCOCC2)c(C)c1C	-0.7	8	-0.3	2	-3	-1	-3	i	3	3
44	CCCCOc1ccc(C2C3CN(C(=O)OCC)CC=C3C(C#N)=C(N)C2(C#N)C#N)cc1OC (centres undefined)	0.6	11	-0.8	1	2	-11	-12	.	-15	-9
45	COc1cc2c(cc1OC)CN(CC(=O)NC(=O)NCc1ccco1)CC2	-0.4	8	-0.1	2	0	-12	-10	i	-20	2
46	Cc1cc(C(=O)CN2CC(C)OC(C)C2)c(C)n1-c1ccccc1 (centres undefined)	-0.2	1	-2.2	2	-2	-13	-10	i	2	7
47	CC1CCCCN1CC(=O)c1c[nH]c2ccccc12 (centres undefined)	1.7	3	0.3	-2	1	-9	-26	i	-1	-2
48	CC(C)(C)n1c(=O)[nH]c2c(c1=O)CCC2	-0.5	-3	-0.2	5	1	-10	4	i	1	0
49	CCCCOc1cccc(-c2cc(C(=O)NNC(=S)NCC)c3ccccc3n2)c1	1.7	5	-1.0	-2	6	-4	29	i	-8	3
50	O=C(NCc1cccnc1)c1cccc(S(=O)(=O)N2CCOCC2)c1	-1.0	-3	0.1	4	4	64*	-9	i	-3	1
51	COc1ccccc1OCCC(=O)NCc1ccc2c(c1)OCO2	0.0	-1	-0.5	-3	-6	1	-13	i	2	-3
52	COc1c(C(CC(C)C)OC(C)=O)ccc2c1C(=O)OCc1cc(C)cc(O)c1O2 (centres undefined)	2.0	-5	-2.2	-1	-4	-4	6	i	2	11
53	NS(=O)(=O)c1ccc(-c2ccc(/C=N/Nc3ccc(C(=O)O)cc3)o2)cc1	0.5	4	0.6	-6	-10	1	-40	i	3	-12
54	CCOc1cc(NC(=S)Nc2ccccc2OC)c(OCC)cc1NC(=O)c1ccccc1C	2.3	1	-1.3	1	8	3	30	i	2	-3
55	COc1nc(-c2ccccc2)cc(-c2ccccc2)n1	2.6	7	-0.1	-3	-4	-7	-13	i	-5	1
56	O=C(CN1C(=O)NC2(CCCC2)C1=O)OCc1ccc(Cl)c(Cl)c1	0.8	6	-0.4	1	-1	-4	-1	i	1	2
57	CCOc1ccc(N2CC(C(=O)N3CCc4ccccc43)CC2=O)cc1 (centres undefined)	-0.2	5	-1.0	2	-6	-5	6	i	-3	-1
58	CCN(CC)CCNC(=O)Cn1c(-c2ccccn2)nc2ccccc21	-6.9	-2	-0.6	-3	-3	-11	3	i	4	-1
59	COc1ccc(C)cc1NC(=O)COC(=O)Cc1ccc(-c2ccccc2)cc1	2.9	-11	-0.5	0	7	-13	-6	i	-8	1
60	O=C1COc2cc(ccc2[N+](=O)[O-])Oc2ccc(cc2Cl)C(=O)CCCCO1	-0.2	4	0.4	0	-6	-8	-2	i	-2	-10
61	CCOc1ccc(CCNC(=O)COC(=O)c2c(C)nn(-c3ccccc3)c2C)cc1OCC	0.1	0	0.4	-2	2	-8	-27	i	1	5
62	CCN1CCN(c2cc(C)c3cc(NC(=O)CCC(=O)N4CCN(c5ccccc5OC)CC4)ccc3n2)CC1	2.0	0	0.0	1	0	-4	10	i	-1	0

Screening results: PubChem, several laboratories
